Source: PubChem
Mm-Cpn inhibitor: blocks the Methanococcus maripaludis chaperonin Mm-Cpn; purified Mm-Cpn ATPase, ADP Transcreener TR-FRET; Potency, µM (highest dose often 76.9 µM), for the others: at the highest dose activity, negative = inhibition, actives largely listed as inhibitors; actives 0.031% (n = 330,000); further: potency means the concentration at half of the fitted maximal effect; on the % scale 0 is the no-effect control and ±100 the full control effect; nearly all actives have a fitted effect of over 80% in size
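Eu-cryptate anti-ADP/ADP-d2 competition gives a ratio inversely related to ADP. Enzyme at 25 nM was pre-exposed to compound for 10 min, then given 10 uM ATP for 30 min, 37°C throughout.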
Akt phos inh: inhibitors of Akt phosphorylation. activity change, % for hits at 50 µM. actives 0.32% (n = 360,000). Neuro2A IGF-stimulated pAkt S473 HTRF, 20 min; active compounds read low; in the data active means activity change below about -80%; inconclusive means mostly about -51% to -80%; further: on the % scale 0 is the no-effect control and ±100 the full control effect
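Single-point screen (50 µM final compound) in Neuro2A cells stimulated 20 min with 6 nM IGF at 37 deg C. After lysis, Ser473-phosphorylated Akt read by HTRF (ex 330 nm, em 615/665 nm) as the 665/615 ratio.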
TGFb inhibitor: blocks TGF-b signaling. HepG2 CAGA-GFP TGF-b/SMAD3 reporter, GFP fluorescence, 18 h; TGF-beta stimulated, 500 pg/mL final. Potency, µM (titrated, usually from 46.1 µM), for inactives: at the highest dose activity, negative = inhibition, usual class: inhibitors. actives 1.2% (n = 410,000). AID 588855; further: potency means the concentration at half of the fitted maximal effect; on the % scale 0 is the no-effect control and ±100 the full control effect; nearly all actives have a fitted effect of over 65% in size
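Per well, imaged GFP fluorescence of HEPG2 CAGA-GFP cells gives the signal; cells get compound, then TGF-beta (500 pg/mL final), 18 h at 37 degrees C; %Activity versus -TGF-beta and +DMSO controls.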
CCT modulator: changes cytosolic chaperonin activity; actives 0.3% (n = 360,000); AID 651819; activity change, % (test concentration not listed), hits read low; purified chaperonin ATPase assay, HTRF ADP detection, 30 min; in the data active means activity change below about -30%; further: on the % scale 0 is the no-effect control and ±100 the full control effect
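Nucleotide hydrolysis assay: TRiC at 20–40 nM final (set by batch activity) with 10 uM ATP, 30 min at 37 °C, in presence of 76 uM compound. Detection by competitive ADP HTRF, 30 min ambient.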
Abeta rescue: A-beta toxicity reversal in yeast | yeast expressing A-beta42, growth rescue, OD600, 48 h; response scale: 0% DMSO, 100% iron-clioquinol control | Potency, µM (titrated, usually from 46.1 µM), inactives show at the top dose growth rescue, usual class: activators | actives 0.063% (n = 410,000) | AID 1347071; further: potency means the concentration at half of the fitted maximal effect; nearly all actives have a fitted effect of over 55% in size
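Yeast A-beta toxicity model in growth medium with pinned compounds, 48 h at 30 C; growth read as absorbance at 600 nm. Normalized to FeCl3/clioquinol equimolar mix (positive) and DMSO (negative).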
HepG2 viability: counter-screen for TGF-b inhibitors: cytotoxicity in HepG2 cells; AID 588856; actives 0.76% (n = 410,000); HepG2 CAGA-GFP viability, ATP luminescence, 18 h; Potency, µM (top dose mostly 46.1 µM), for the others: top-dose activity change, negative = cytotoxicity, usual class: cytotoxic; further: potency means the concentration at half of the fitted maximal effect; some results filed as inactive show a strong effect at the top dose
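HepG2 CAGA-GFP cells (1000/well, DMEM with 1% FBS) received compound, then TGF-beta at 500 pg/mL final, and were incubated 18 hours at 37 degrees C. Viability was read by CellTiter-Glo luminescence. Media-only wells were set as complete cell-killing and DMSO as no toxicity.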
Nrf2 ARE act: activates Nrf2 signaling; AID 624171; actives 0.31% (n = 410,000); Potency, µM (doses to about 46.1 µM), without a hit: at the highest dose activation, most hits filed as activators; AREc32 ARE-luciferase reporter (MCF7-derived line), luminescence, 24 h; further: potency means the concentration at half of the fitted maximal effect; % of control where 0% means no effect; nearly all actives have a fitted effect of over 65% in size
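AREc32 cells carrying an ARE-driven firefly luciferase reporter were seeded at 1000 cells/well in OPTI-MEM with 5% FBS, then exposed to compound for 24 hr at 37 deg C. Luminescence was read with Steady-Glo after 30 min at RT.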
Nrf2 inh: Nrf2 pathway inhibition; Potency, µM (top dose mostly 46 µM), without a hit: at the top dose activity change, negative = inhibition, actives largely listed as inhibitors; AID 504444; actives 2.1% (n = 360,000); A549 ARE-Fluc reporter, luciferase luminescence, 18-24 h; further: potency means the concentration at half of the fitted maximal effect; on the % scale 0 is the no-effect control and ±100 the full control effect; nearly all actives have a fitted effect of over 60% in size
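A549 ARE_Fluc cells (5000/well, 5% FBS OPTI-MEM) pre-incubated 2 h, then treated with compounds 18-24 h at 37C/5% CO2 in concentration-response. CellTiter-Fluor viability read first; BugLite luciferase luminescence after 15 min at room temperature gives Nrf2 activity.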
A549 viability: A549 cytotoxicity, counter-screen for Nrf2 inhibitors; A549 ARE-Fluc cells, CellTiter-Fluor viability, 18-24 h; Potency, µM (highest dose often 46 µM), without a hit: at the highest dose activity change, negative = cytotoxicity, most hits filed as inhibitors; actives 0.16% (n = 390,000); further: potency means the concentration at half of the fitted maximal effect; on the % scale 0 is the no-effect control and ±100 the full control effect
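A549 ARE_Fluc cells in 5% FBS OPTI-MEM were exposed to compounds in concentration-response for 18-24 h at 37 deg C. Viability was read by CellTiter-Fluor fluorescence (Ex 405/Em 525) after 30 min, before the luciferase read.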
Starred values were filed as active, the others as inactive; i = inactive; ? = inconclusive; / = not tested or not shown; ! = repeats disagree; [ ] = remark or other dose. Unless noted, the call rests on the fitted dose curve; in most records, active means well fitted curve in the direction sought with a large enough effect; inconclusive means small, poorly fitted or top-dose-only effect, or another doubt; inactive means no such curve, though single readings can be large; an effect the other way counts as inactive or inconclusive.

Second line of a record: CCT modulator	Nrf2 inh	A549 viability	Nrf2 ARE act	Akt phos inh	TGFb inhibitor	HepG2 viability	Abeta rescue	Mm-Cpn inhibitor
- CN1CC=C2C(C#N)=C(N)C(C#N)(C#N)C(c3ccsc3)C2C1 (stereo not given)
 : -0.8	-2%	-8%	4.1%	i	38%[activator]	-22%	8%	0%
- O=C(COc1cc(Cl)ccc1Cl)Nc1ccc2c(c1)CCC2
 : 3.6	-4%	-1%	-0.2%	i	17%	20%	-4%	-5%
- COc1ccc2c(c1)C(C)(CCN)C(=O)N2C (stereo not given)
 : /	-2%	-4%	-0.5%	/	-1%	8%	-12%	/
- COc1ccc(NC(=O)Nc2ccccc2C)c(OC)c1
 : -3.1	2%	-2%	-0.1%	i	-20%	3%	13%	0%
- Cc1cc(NC(=O)CSc2ncnc3c2cnn3-c2cccc(Cl)c2)no1
 : -2.9	-15%	1%	-0.3%	i	-1%	-6%	-2%	-1%
- O=C(c1ccc(-c2ccc([N+](=O)[O-])cc2Cl)o1)N1CCOCC1
 : -3.9	6%	0%	-0.2%	i	4%	-3%	-2%	-1%
- O=C(O)Cc1cccc(=O)c(O)c1C(=O)O
 : -2.0	12%	-1%	1.9%	i	-5%	15%	-13%	/
- CCn1nc(C)c(NC(=O)CSc2nnc(-c3ccco3)n2C)c1C
 : -2.1	?	-2%	0.3%	i	0%	0%	0%	2%
- CCC1(CC)Cc2ccccc2-c2[nH]c(=S)[nH]c(=O)c21
 : -5.4	17%	-1%	-0.3%	i	5%	4%	17%	/
- Cc1cc(C)n2nc(C(=O)N/N=C/c3ccc(Cl)cc3)nc2n1
 : -3.7	?	2%	3.2%	i	-3%	13%	6%	1%
- CNC(=O)CSc1nnc(CCc2ccccc2)n1-c1ccccc1
 : 0.9	7%	0%	-0.6%	i	8%	1%	-14%	-3%
- COc1ccccc1N1CCN(CC(=O)Nc2ccc(C)c(F)c2)CC1
 : 1.4	?	-15%	-0.5%	i	5%	-25%	13%	2%
- Cc1ccccc1NC(=S)c1nc2ccccc2[nH]1
 : -4.1	?	9%	13%	i	?	-28%	?	1%
- COC(=O)c1sc(S(=O)(=O)Nc2c(C)nn(C)c2C)c(C(=O)OC)c1C
 : -2.4	3%	-1%	-0.4%	i	-9%	-3%	2%	1%
- COc1ccc(NC(=O)CN(C)C(=O)c2cccc(Oc3ccccc3)c2)cc1
 : -1.3	?	1%	3.0%	i	-21%	-34%	-9%	2%
- O=C(OCC(=O)N1CCCc2ccccc21)c1ccc(Br)o1
 : 1.1	18%	-3%	0.1%	i	1%	-20%	-2%	2%
- CO/N=C(/C)CCS(=O)(=O)c1ccccc1
 : -0.5	-4%	-1%	0.1%[9.22 µM]	i	13%	5%	-5%	0%
- Cc1ccc(NCCC(=O)c2ccc(Cl)cc2)cc1
 : 1.4	13%	-3%	0.3%	i	-4%	-14%	2%	-1%
- C=C1CCN(Cc2ccc(OC)cc2)S(=O)(=O)c2ccccc21
 : /	5%	2%	/	/	2%	10%	/	/
- COc1cc2nc(SCc3cccc(Cl)c3)n3nc(CCn4nc(C)cc4C)nc3c2cc1OC
 : /	-1%	17%	-0.4%	/	1%	8%	-10%	/
- CCCCCCCN1C=CC(=O)CC1
 : 0.5	-6%	4%	-0.7%	i	7%	3%	1%	1%
- Cc1ccc(SC[C@H](C)CN2CC[C@H](C(C)(C)C)CCC2=O)cc1
 : -1.7	-17%	0%	5.4%	i	10µM*	11µM*!	-17%	0%
- COC(=O)c1ccc2c(=O)n(-c3ccccc3)c(SCN3C(=O)c4ccccc4C3=O)nc2c1
 : -1.8	9%	-6%	-0.2%	i	?	-1%	-8%	-10%
- COC(=O)Nc1sc2c(c1C(N)=O)CCC(C)C2 (stereo not given)
 : 1.6	-12%	-17%	0.4%	i	-12%	5%	17%	0%
- O=C(CNS(=O)(=O)c1ccc(Br)cc1Cl)OCC(=O)N1CCCC1=O
 : 2.8	21%	10%	0.2%	i	-19%	-32%	5%	1%
- C=CC#CC1(O)CC(C)[N+](C)(C)CC1C (stereo not given)
 : -4.3	14%	6%	0.0%	i	-3%	-17%	-16%	-2%
- Cc1ccc(OCC(O)CN2CCOCC2)c(C)c1 (stereo not given)
 : -0.6	8%	0%	0.4%	i	-10%	-2%	-16%	4%
- O=c1cc(-c2cccc(F)c2)oc2ccccc12
 : -1.3	29%	2%	?	i	12%	-3%	-34%[inhibitor]	/
- NC(=O)[C@@H]1CCCN1Cc1nc(Cc2ccccc2F)no1
 : 1.8	4%	-10%	0.1%	i	1%	3%	1%	0%
- Oc1ccccc1N=Nc1nc(-c2ccccc2)c(-c2ccccc2)[nH]1
 : -0.5	?	?	0.2%	i	?	-63%	-71%[inhibitor]	0%
- CCN(CC)S(=O)(=O)c1cc(NC(=O)C(C)N2CCc3ccccc32)ccc1C (stereo not given)
 : 0.3	?	-17%	5.3%	i	?	-11%	1%	-5%
- Cn1cc(Cl)c(C(=O)NC2CCCC2)n1
 : -2.4	9%	-1%	0.2%	i	-14%	-6%	-4%	3%
- Cc1ccc(C(=O)Cn2nnc(-c3cccs3)n2)cc1
 : -1.9	2%	1%	2.9%	i	4%	2%	0%	-2%
- CCc1nnc(NC(=O)CSc2nc3[nH]ncc3c(=O)[nH]2)s1
 : -1.8	12%	13%	-0.4%	i	1%	-4%	-8%	1%
- CCOc1ccc(NS(=O)(=O)c2ccc3[nH]cc(C(=O)N(C)Cc4ccccc4)c(=O)c3c2)cc1
 : /	/	5%	0.3%	/	?	-19%	-11%	/
- COc1ccc(OC)c(NC(=O)CSc2n[nH]c(-c3ccccc3Cl)n2)c1
 : /	/	-1%	5.1%	/	-22%	-2%	-4%	/
- CC(=O)N1CCCC1c1nc2ccccc2n1Cc1ccccc1F (stereo not given)
 : /	?	-2%	-0.6%	/	-8%	-2%	-14%	/
- OC[C@@H]1CN(Cc2ccncc2)C[C@H](n2cnc3c(NCc4ccco4)ncnc32)O1
 : -0.1	/	/	-1.1%	i	34%[activator]	1%	-12%	/
- O=C(CCNC(=O)Cn1ccc2ccccc2c1=O)NCCN1CCc2ccccc2C1
 : -2.5	6%	7%	3.3%	i	-4%	-26%	11%	1%
- Cc1ccc(S(=O)(=O)Nc2cccc(C(=O)NCC(c3ccccc3)N(C)C)c2)cc1F (stereo not given)
 : -1.3	-4%	-2%	0.6%	i	-27%	-15%	-10%	3%
- CCOC(=O)c1ccccc1NC(=O)Cn1ncc2c([nH]c3ccccc32)c1=O
 : /	24%	0%	0.9%	/	-4%	-4%	2%	/
- CCC(=O)N1CCc2cc(Br)cc(S(=O)(=O)NCCc3ccc(C)cc3)c21
 : /	/	-5%	-0.1%	/	-16%	-5%	-14%	/
- COc1cccc(C(=O)N(Cc2ccc3c(c2)OCO3)Cc2nc3ccccc3c(=O)[nH]2)c1
 : -1.6	7%	2%	2.5%	i	-7%	-8%	11%	-2%
- O=C(NCC1CCCO1)Nc1cccc(Cl)c1 (stereo not given)
 : 1.6	?	-3%	0.2%	i	-9%	-1%	-1%	0%
- CCOc1ccc(-c2nc3c(c(SCC(=O)Nc4ccccc4C)n2)Cc2ccccc2O3)cc1
 : /	-13%	-2%	2.7%	/	-2%	-18%	-11%	/
- c1c[nH]c(CN2CCN(Cc3ncc[nH]3)CC2)n1
 : -1.3	13%	-1%	1.2%	i	?	1%	-6%	/
- CN(CC(=O)Nc1cccc(S(=O)(=O)N2CCCC2)c1)CC(=O)Nc1ccc(F)c(F)c1F
 : -2.5	?	-24%	4.5%	i	-2%	0%	-11%	/
- CCC1=Nc2cc(C(=O)NCCCOC(C)C)ccc2Sc2ccccc21
 : -2.2	?	?	2.0%	i	-2%	1%	3%	0%
- Cc1nc(SCc2c(F)cccc2Cl)n[nH]1
 : 0.5	20%	-5%	-0.1%	i	3%	10%	-7%	12%
- O=[N+]([O-])c1nn(-c2ccc3c(c2)OCCO3)n(O)c1=NCCC1=CCCCC1
 : -5.8	?	-21%	4.3%	i	-16%	3%	14%	-3%

Among those listed so far, these have two or more sulfur atoms:
Second line of a record: CCT modulator	Nrf2 inh	A549 viability	Nrf2 ARE act	Akt phos inh	TGFb inhibitor	HepG2 viability	Abeta rescue	Mm-Cpn inhibitor
- COC(=O)c1sc(S(=O)(=O)Nc2c(C)nn(C)c2C)c(C(=O)OC)c1C
 : -2.4	3%	-1%	-0.4%	i	-9%	-3%	2%	1%
- CCc1nnc(NC(=O)CSc2nc3[nH]ncc3c(=O)[nH]2)s1
 : -1.8	12%	13%	-0.4%	i	1%	-4%	-8%	1%

Continued.
Second line of a record: CCT modulator	Nrf2 inh	A549 viability	Nrf2 ARE act	Akt phos inh	TGFb inhibitor	HepG2 viability	Abeta rescue	Mm-Cpn inhibitor
- CC1CC(C)CN(CCCNC(=O)CC2Oc3ccccc3NC2=O)C1 (stereo not given)
 : -0.9	-12%	6%	-0.4%	i	-9%	-17%	20%	1%
- CC(Oc1ccccc1)C(=O)Nc1ccc(C(N)=O)cc1 (stereo not given)
 : 1.5	/	10%	0.2%	/	-1%	1%	-33%[inhibitor]	1%
- CCN(CC)c1ccc2cc(-c3nc(-c4cc5ccccc5oc4=O)cs3)c(=O)oc2c1
 : -3.8	21%	2%	4.0%	i	62%[activator]	-32%	-11%	/
- CCOc1ccccc1-n1nnnc1SC(C)C(=O)OC (stereo not given)
 : -0.8	-14%	4%	2.4%	i	-2%	-21%	-9%	0%
- COC(=O)C(C)Sc1nnc(Cc2cc(=O)[nH]c(=O)[nH]2)n1-c1ccc(OC)cc1 (stereo not given)
 : -18	8%	2%	-1.8%	i	-12%	4%	-5%	3%
